# Measles CPE: protection of cells from measles virus | 140,000 compounds, 1.5% hits | Measles virus-infected cells, CPE protection, absorbance | AID 841 | protection (pct of control), % at 4 µM; in the data active = protection mostly above about 24%, no sharp cut-off; inactive = mostly below about 26%; also: some compounds called inactive have numbers as strong as hits
# PTEN del growth: growth suppressors of cells with PTEN tumor suppressor deletion; HCT116 PTEN-null viability, CellTiter-Glo, 60 h; stronger effect = lower value; viability, % at 10 µM; 140,000 compounds, 1.2% hits;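 active = viability at or below a set limit, 4 SD under the median of all tested compounds, cut at about 3.7% in these data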;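 also: PTEN knockout HCT116 line with beta catenin targeted HCT116 as companion control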
# Phagocyt inh: macrophage phagocytosis inhibition; AID 1029; inhibition, % at 5 µM; 110,000 compounds, 0.07% hits; J774A.1 macrophage IgG-bead phagocytosis, imaging;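 active = inhibition above the mean of the plate negative controls plus 5 SD, cut at about 13% in these data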;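 also: phagocytic index as fraction of beads internalized from green versus red external bead signal; plate controls were DMSO negative control for no effect and cytochalasin-D positive control for full effect; some results beyond the cut were filed as inactive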
# Yeast growth inh: chemicals that inhibit yeast BB579 growth in restrictive medium (lifespan-shortening candidates); 140,000 compounds, 0.51% hits; AID 804; S. cerevisiae BB579 growth, OD615, 48 h; inhibition, % at 10 µM;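 active = inhibition above a set limit, 3 SD over the mean compound inhibition, cut at about 44% in these data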; also: inactives centre near -24
#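 Test system: S. cerevisiae DeaD strain BB579 yeast; Medium: restrictive CSMM-D medium; Compound: one dose, 10 µM compound with 0.25% DMSO; Incubation: 4 h cell preincubation, 48 h compound exposure, 30 °C humidified; Signal: OD at 615 nm; Benchmarks: amphotericin B at 10 µg/mL as positive control.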
# NPY Y2 blocker: antagonists of human neuropeptide Y receptor Y2; NPY-Y2 expressing cells, antagonist mode; P49146; inhibition, % at 2.7 µM; 140,000 compounds, 0.99% hits; in the data active = inhibition above about 17%;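 also: 0% = vehicle with agonist challenge and 100% = reference antagonist with challenge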
# Target sequence (P49146 whole entry, looked up): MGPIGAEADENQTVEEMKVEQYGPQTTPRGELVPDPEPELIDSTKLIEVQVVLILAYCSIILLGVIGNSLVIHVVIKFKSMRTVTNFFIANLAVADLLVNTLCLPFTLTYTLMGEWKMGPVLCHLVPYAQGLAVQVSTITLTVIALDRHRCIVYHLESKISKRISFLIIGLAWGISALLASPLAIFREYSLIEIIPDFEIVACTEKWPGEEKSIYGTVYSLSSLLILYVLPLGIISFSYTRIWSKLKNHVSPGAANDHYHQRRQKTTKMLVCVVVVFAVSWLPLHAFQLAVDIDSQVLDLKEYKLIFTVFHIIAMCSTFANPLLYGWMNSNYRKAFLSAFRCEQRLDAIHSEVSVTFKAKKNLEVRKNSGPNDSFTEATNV
# Yeast life ext: extends the lifespan of yeast | 130,000 compounds, 0.68% hits | inhibition of the nicotinamide effect, % at 10 µM | S. cerevisiae growth with nicotinamide, OD615; deaD strain in restrictive glucose medium;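 active = inhibition above a set limit, placed 3 SD over the median of all compounds, cut at about 26% in these data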;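 also: 0% = nicotinamide-treated wells and 100% = cells grown without nicotinamide; some compounds called inactive have numbers as strong as hits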
#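 System: Modified budding yeast, DeaD strain | Buffer or medium: Restrictive glucose medium | Also added: 1.5 mM nicotinamide | Doses: 10 µM single point, 0.25% DMSO | Schedule: 48 h compound exposure at 30 °C, humidified | Detection: Absorbance at 615 nm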
# MRP-1 activ: MRP-1 activation | 140,000 compounds, 0.61% hits | viability increase, % at 10 µM | AID 799 | H69AR cells + doxorubicin, viability rescue, CellTiter-Glo;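 active = viability gain under doxorubicin at or above a set limit, the compound median plus 3 SD, cut at about 4.7% in these data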;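 also: MRP-1 overexpressing cells given doxorubicin 25 µM after compound pretreatment; 18-22 h compound pretreatment then 72 h with doxorubicin before readout; 0% = doxorubicin-only wells and 100% = vehicle-treated cells without doxorubicin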
# E-sel TNF inh: blocks E-selectin expression induced by TNF alpha. HUVEC TNFa-induced E-selectin immunofluorescence, high content. AID 1246. 120,000 compounds, 0.71% hits. inhibition, % at 2 µM;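 active = inhibition above the batch mean plus 3 SD, and confirmed as a hit on visual image review, cut at about 43% in these data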;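 also: 0% = TNF-stimulated DMSO wells and 100% = unstimulated control wells; not every result past the cut was called active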
# HCT116 bCat-KO: beta-catenin-lacking colon tumor cell growth suppression. HCT116 beta-catenin knockout viability, CellTiter-Glo, 60 h; stronger effect = lower value. viability, % at 10 µM. 140,000 compounds, 1.5% hits. AID 818;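 active = viability at or under a set limit, the compound median less 4 SD, cut at about 6% in these data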;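 also: 0% = Hyamine 1622 control at 20 µM and 100% = untreated cell control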
# GALR2 blocker: GALR2 (human) receptor antagonism; O43603; GALR2-expressing cells, antagonist mode; inhibition, % at 4 µM; 140,000 compounds, 0.39% hits; in the data active = inhibition above about 27%;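 also: cells stimulated with galanin 1-16 at roughly its EC80; 0% = agonist challenge control and 100% = basal control without agonist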
# Target sequence (O43603 whole entry, looked up): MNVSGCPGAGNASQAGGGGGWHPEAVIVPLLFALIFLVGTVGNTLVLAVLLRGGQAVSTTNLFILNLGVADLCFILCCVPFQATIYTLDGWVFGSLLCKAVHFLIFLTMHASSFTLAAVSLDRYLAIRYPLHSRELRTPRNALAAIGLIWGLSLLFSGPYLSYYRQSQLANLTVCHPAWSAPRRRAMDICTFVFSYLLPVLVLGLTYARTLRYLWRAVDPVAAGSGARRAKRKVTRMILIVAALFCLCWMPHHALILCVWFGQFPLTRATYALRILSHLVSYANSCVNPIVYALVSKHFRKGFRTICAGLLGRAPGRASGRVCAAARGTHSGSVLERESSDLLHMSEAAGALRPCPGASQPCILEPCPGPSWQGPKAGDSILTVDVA
# * marks the source's active call; other numbers are inactive results; x = not tested or not shown.
SMILES,Measles CPE,PTEN del growth,Phagocyt inh,Yeast growth inh,NPY Y2 blocker,Yeast life ext,MRP-1 activ,E-sel TNF inh,HCT116 bCat-KO,GALR2 blocker
COc1ccc(S(=O)(=O)N2CCCCC2)cc1NC(=S)Nc1cccc(Cl)c1C,28,93,x,-24,0,4,-3.8,x,91,18
Cc1c(-c2ccc(F)cc2)[n+](=O)c2c(n1[O-])CCCCC2,3,102,-3,-5,3,5,2.6,10,93,-12
O=C(NCN1C(=O)C2C3C=CC(C3)C2C1=O)Nc1nncs1 (configuration not stated),18,88,x,-19,-2,-3,-2.5,100*,96,0
CCNC(=O)CC1C(=O)N(c2ccc(F)cc2)C(=O)N1Cc1ccc(OC)cc1 (configuration not stated),3,89,1,-19,1,-17,-3.5,x,95,8
CCN(C=NC1=NN(c2cccc(C(F)(F)F)c2)CC1)CC,22,82,-12,-10,1,-3,-1.8,20,94,1
O=C(N/N=C/c1ccc(OC(=O)c2ccccc2)c([N+](=O)[O-])c1)c1ccc(O)cc1,4,98,-6,-30,0,4,1.2,17,100,-7
Cc1ccc(NC(=O)CN(C)C(=O)CCOc2ccccc2C)cc1,19,79,-6,-7,3,-7,2.6,x,95,8
CCCCN(C(=O)Nc1ccc(Cl)cc1)C1CCN(C(C)=O)CC1,18,100,0,-6,1,14,-0.8,-23,86,-5
Cc1ccc(-n2nc(-c3cccs3)cc2C(=O)NCC2CCCO2)c(C)c1 (configuration not stated),14,73,-1,-61,5,-7,-4.7,-9,81,7
O=C(COc1ccc(Cl)cc1)Nc1ccccc1CO,32,89,1,11,0,-10,-1.4,-30,97,3
COc1ccc(CCNC(=O)CN2C(=O)c3ccccc3S2(=O)=O)cc1,19,89,x,12,1,x,0.5,-13,86,-8
COc1ccc2nc(SC(C(=O)c3ccccc3)c3ccccc3)nc(C)c2c1 (configuration not stated),14,91,-13,-19,15,2,-1.1,x,91,-7
COc1cc(OC)cc(C(=O)N2CCN(S(C)(=O)=O)CC2)c1,12,93,-1,-14,1,-2,-2.6,17,100,1
CCOC(=O)N1CCN(c2nc(C)c3c(n2)CC(C)CC3=O)CC1 (configuration not stated),2,110,-1,-29,2,-11,1.2,0,104,-11
COc1cccc(OCCNC(=O)c2cccc(OC)c2)c1,6,100,2,-14,5,-14,-0.6,-15,95,-6
Cc1ccccc1-n1nnnc1SC1CCOC1=O (configuration not stated),5,104,2,-78,-1,-8,-0.6,-14,92,8
CN(CCO)c1cc(Sc2nc3ccccc3s2)c2nonc2c1[N+](=O)[O-],11,102,x,-48,1,-22,-1.8,22,110,7
COCCNC(=O)c1ccc2c(c1)ncn2-c1ccc(F)c(F)c1,1,116,x,26,4,-33,-0.6,5,120,-6
O=C(Cn1cc2c(n1)CCCC2)NCc1cccnc1,23,94,1,-25,3,-5,-3.1,-22,92,2
COC(=O)c1c(C#N)c(N)nc2c1CCCC2,4,104,1,-25,0,-25,-1.4,3,111,1
Cn1c(=NC(=O)CSCC(=O)N2CCOCC2)sc2ccccc21,2,107,-2,-45,4,-7,-0.7,-4,90,-8
CNC(=S)Nc1cc(C(F)(F)F)ccc1Cl,6,92,-6,-12,0,-5,-1.8,x,91,0
O=c1cc(O)c(-c2cccc(Cl)c2)c(Cl)[nH]1,17,98,-1,-6,-2,-4,-1.0,6,104,-2
CC(C)CCOCC(=O)Oc1ccccc1C(=O)O,38,103,-1,-21,1,-12,-0.5,x,104,0
O=C1NC(=O)[C@@H]2C3c4ccccc4C=CN3[C@H](C(=O)c3cccs3)[C@H]12 (some centres not stated),13,80,0,-17,-1,-11,-1.4,1,88,10

# 3 entries out of the list above, arranged by their value in Yeast growth inh, descending:
molecule	Yeast growth inh
CCNC(=O)CC1C(=O)N(c2ccc(F)cc2)C(=O)N1Cc1ccc(OC)cc1 (configuration not stated)	-19
COc1ccc(S(=O)(=O)N2CCCCC2)cc1NC(=S)Nc1cccc(Cl)c1C	-24
O=C(Cn1cc2c(n1)CCCC2)NCc1cccnc1	-25

# Two entries from above, as tab-separated lines.
SMILES	Measles CPE	PTEN del growth	Phagocyt inh	Yeast growth inh	NPY Y2 blocker	Yeast life ext	MRP-1 activ	E-sel TNF inh	HCT116 bCat-KO	GALR2 blocker
Cc1ccccc1-n1nnnc1SC1CCOC1=O (configuration not stated)	5	104	2	-78	-1	-8	-0.6	-14	92	8
CN(CCO)c1cc(Sc2nc3ccccc3s2)c2nonc2c1[N+](=O)[O-]	11	102	x	-48	1	-22	-1.8	22	110	7

# One compound at a time, as listed above. Order of screens: Measles CPE	PTEN del growth	Phagocyt inh	Yeast growth inh	NPY Y2 blocker	Yeast life ext	MRP-1 activ	E-sel TNF inh	HCT116 bCat-KO	GALR2 blocker
# O=C1NC(=O)[C@@H]2C3c4ccccc4C=CN3[C@H](C(=O)c3cccs3)[C@H]12 (some centres not stated) is listed as 13	80	0	-17	-1	-11	-1.4	1	88	10
# CNC(=S)Nc1cc(C(F)(F)F)ccc1Cl is listed as 6	92	-6	-12	0	-5	-1.8	x	91	0

# Next part
SMILES,Measles CPE,PTEN del growth,Phagocyt inh,Yeast growth inh,NPY Y2 blocker,Yeast life ext,MRP-1 activ,E-sel TNF inh,HCT116 bCat-KO,GALR2 blocker
CCOc1ccccc1-c1nc(SCC(=O)O)n[nH]1,9,97,0,24,1,-11,0.8,14,94,-11
CC(C)CCNC(=O)CSc1nc2ccccc2c(=O)[nH]1,16,117,-1,-32,2,-6,-0.2,-5,104,0
CCC(CC)c1nnc(NC(=O)c2ccc(N3CCCCC3)c([N+](=O)[O-])c2)s1,7,84,2,-53,-2,-6,-0.3,9,82,1
CC(C)Cn1c(CCCNC(=O)c2ccc(F)cc2)nc2ccccc21,2,94,0,1,4,-3,-5.1,x,83,1
CC(=O)c1cccc(NC(=O)C2CC(=O)N(c3cccc(C)c3C)C2)c1 (configuration not stated),6,83,3,-27,2,-7,-1.0,0,77,5
COc1ccc(/C(N)=N/OC(=O)CSc2ccc(C)cc2)cc1,1,106,-1,-15,16,-15,0.8,-17,109,1
CCCCSc1ncc(C(=O)OCC)c(N)n1,8,104,x,-33,3,x,2.6,9,99,5
O=C1CC(c2cccc(Cl)c2)CC(O)=C1C=NCCCO (configuration not stated),6,109,2,-23,1,-4,0.0,-15,95,6
Cc1nn(-c2cccc(Cl)c2)c(Cl)c1/C=N/NC(=O)c1cccnc1,11,82,-2,-42,4,-4,-3.8,x,92,12
CS(=O)(=O)Nc1ccc(C(=O)NCCSC2CCCCC2)cc1,4,x,2,-19,3,-9,-1.2,14,86,-3
CC(=C1C(=O)c2ccccc2C1=O)N1CCN(c2ccccn2)CC1,4,101,-3,6,1,54*,-1.4,9,102,-2
CC(NC(=O)C1CCCCC1)c1ccc2c(c1)OCCO2 (configuration not stated),18,99,1,-1,-2,-10,-1.0,-5,96,6
CCn1c(C)c(C)c2cc(C(=O)Nc3cccc(Cl)c3)ccc21,8,64,x,-61,5,-23,6.5*,-10,83,5
COc1ccc(O)c(C2=Nc3ccccc3N=C(c3ccco3)C2)c1,4,75,x,-70,9,-17,-2.0,x,94,-1
C(=N\Nc1nc(-c2ccccc2)cs1)/c1cccs1,22,80,-1,-15,-1,-8,-3.6,-10,80,14
CC1CN(C(=S)SCCN2Cc3ccccc3C2=O)CC(C)O1 (configuration not stated),17,103,-9,2,3,0,-3.2,x,98,9
COc1ccc(CNC(=O)CN2CCC(C(=O)c3ccc(OC)cc3)CC2)cc1,0,75,-1,-35,0,-5,-2.5,-15,76,-1
Cc1ccc(S(=O)(=O)CCC(=O)NCc2ccccc2)cc1,23,93,-3,12,3,0,-2.8,10,98,13
CCOc1ccccc1NC(=O)COC(=O)c1cccc(-c2ccc(OC(C)=O)cc2)c1,4,69,-7,-18,9,-2,-3.9,5,79,-12
O=C(CC1C(=O)NCCN1C(=O)c1ccc(F)cc1)OCc1ccccc1 (configuration not stated),5,107,-2,-14,3,-11,0.5,-31,92,-11
COc1ccc(CCNS(=O)(=O)c2cccs2)cc1,31,95,1,-7,1,-18,0.1,-30,86,13
CC1=CC(C)(C)N2C(=O)C3(C(C#N)=C(N)Oc4cc(O)ccc43)c3c(C)c(C)cc1c32 (configuration not stated),34,47,0,-54,0,1,-6.2,5,62,-2
Fc1ccc(N/N=C(/c2ccccc2)c2ccccn2)cc1,3,78,-13,-50,2,-6,2.7,x,78,20

# Sorted by SMILES length (smallest number first): some entries from above.
SMILES,Measles CPE,PTEN del growth,Phagocyt inh,Yeast growth inh,NPY Y2 blocker,Yeast life ext,MRP-1 activ,E-sel TNF inh,HCT116 bCat-KO,GALR2 blocker
CCCCSc1ncc(C(=O)OCC)c(N)n1,8,104,x,-33,3,x,2.6,9,99,5
CC(NC(=O)C1CCCCC1)c1ccc2c(c1)OCCO2 (configuration not stated),18,99,1,-1,-2,-10,-1.0,-5,96,6
O=C1CC(c2cccc(Cl)c2)CC(O)=C1C=NCCCO (configuration not stated),6,109,2,-23,1,-4,0.0,-15,95,6

# Screens (PubChem BioAssay)
